Screens deposited in PubChem BioAssay by several laboratories.
Runt-SMMHC FRET – inhibitors of RUNX1 Runt–CBFb-SMMHC binding, primary screen, biochemical, FRET, Cerulean-Runt, Venus-CBFb-SMMHC, uHTS; Cerulean-Runt/Venus-CBFb-SMMHC FRET ratio 530/480, 1 h; inhibition, % at 20 µM; hit rate 0.74% among 220,000;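 active = mean inhibition across duplicate retests at 20 µM reaching about 50%, limit read from the data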;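 also: 0% = DMSO wells and 100% = wells with excess untagged CBFb-SMMHC; inhibitors lower the FRET ratio by blocking Runt binding to CBFb-SMMHC; some results filed as inactive read as strong as hits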
Target sequence (Q01196 whole entry, looked up): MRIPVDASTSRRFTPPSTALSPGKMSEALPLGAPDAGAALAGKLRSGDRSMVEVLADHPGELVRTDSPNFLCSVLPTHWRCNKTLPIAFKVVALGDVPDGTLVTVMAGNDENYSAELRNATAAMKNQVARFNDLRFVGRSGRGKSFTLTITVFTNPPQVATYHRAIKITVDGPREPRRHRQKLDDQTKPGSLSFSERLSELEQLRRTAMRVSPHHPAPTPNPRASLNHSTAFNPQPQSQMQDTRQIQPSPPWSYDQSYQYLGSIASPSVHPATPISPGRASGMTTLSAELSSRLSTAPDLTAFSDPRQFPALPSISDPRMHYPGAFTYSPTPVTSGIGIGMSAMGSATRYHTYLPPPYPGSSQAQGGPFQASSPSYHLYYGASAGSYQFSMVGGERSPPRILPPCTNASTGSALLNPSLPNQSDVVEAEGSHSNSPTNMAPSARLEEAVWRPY
Target sequence (Q13951 whole entry, looked up): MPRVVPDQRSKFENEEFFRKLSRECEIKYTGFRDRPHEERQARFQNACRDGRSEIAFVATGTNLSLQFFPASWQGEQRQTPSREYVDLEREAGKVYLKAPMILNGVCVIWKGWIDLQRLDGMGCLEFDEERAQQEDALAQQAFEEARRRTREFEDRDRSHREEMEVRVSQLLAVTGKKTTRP
Runt-CBFb FRET – inhibitors of RUNX1 Runt–CBFb binding, primary screen, biochemical, FRET, Cerulean-Runt, Venus-CBFb, uHTS | Runt-related transcription factor 1 (Homo sapiens) + Core-binding factor subunit beta … | Cerulean-Runt/Venus-CBFb FRET ratio 530/480, 1 h | inhibition, % at 20 µM | hit rate 0.46% among 220,000 | AID 1496, 2009;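 active = inhibition over about 50% at 20 µM in the single-dose screen, limit read from the data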;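 also: 0% = DMSO wells and 100% = excess unlabeled CBFb competitor control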
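Schedule: protein complex preformed 1 h, compound exposure 1 h, room temperature, dark; test system: Cerulean-labeled Runt domain protein; amount: 100 nM per protein; buffer or medium: Tris 50 mM pH 7.5, KCl, K2SO4, 0.01% BSA; read-out: loss of energy transfer signal; detection: FRET fluorescence; controls: 5 µM unlabeled CBFb as full-inhibition high control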
PGE2 EP2 inh – human EP2 receptor antagonists, primary screen, TR-FRET cAMP, C6 glioma cells. Prostaglandin E2 receptor EP2 subtype (Homo sapiens), P43116. C6 glioma cells expressing human EP2; cells stimulated with saturating PGE2. inhibition, % at 25 µM. hit rate 0.52% among 260,000. AID 1422, 2008;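 active = percent inhibition above 40 after rounding to a whole number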;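 also: rat C6 glioma host cells with rolipram phosphodiesterase inhibitor present; the protocol text gives 20 µM as final concentration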
Target sequence (P43116 whole entry, looked up): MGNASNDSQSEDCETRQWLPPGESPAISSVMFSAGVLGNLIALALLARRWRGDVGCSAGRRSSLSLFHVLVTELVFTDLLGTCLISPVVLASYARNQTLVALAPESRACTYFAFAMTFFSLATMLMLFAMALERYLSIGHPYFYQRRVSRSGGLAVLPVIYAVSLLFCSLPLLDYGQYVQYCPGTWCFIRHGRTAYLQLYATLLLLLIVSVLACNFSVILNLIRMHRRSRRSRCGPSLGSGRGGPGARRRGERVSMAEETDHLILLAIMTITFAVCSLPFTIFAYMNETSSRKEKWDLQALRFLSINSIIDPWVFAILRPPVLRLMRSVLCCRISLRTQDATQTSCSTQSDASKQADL
Hck Nef HTS – inhibitors of Nef-activated human Hck kinase, primary screen, biochemical, Z-Lyte FRET, 384-well, Hck-YEEI; Tyrosine-protein kinase HCK (Homo sapiens), P08631; Recombinant Hck-YEEI plus Nef, Z-Lyte FRET kinase assay; inhibition, % at 20 µM; hit rate 0.68% among 220,000; AID 463187, 2010;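 active = Hck-Nef kinase inhibition above about 50%, limit read from the data; inactive = inhibition below that limit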;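 also: 0% = DMSO with Hck plus Nef and 100% = Hck alone without Nef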
PERK inhibitor – block of dimerizer-induced PERK translation repression, primary screen, PERK inhibitor project, CHO PERK-DD cells, SEAP luminescence, HTS | CHO PERK-DD fusion, SEAP luminescence translation reporter | inhibition, % at 5.6 µM | hit rate 0.17% among 220,000 | AID 1416, 2008;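 active = inhibition above the mean inhibition of all tested compounds plus 3 SD, set separately per screening campaign, cut at about 2.9% in these data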;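 also: PERK kinase domain activated by AP20187 dimerizer at 100 nM; 0% = DMSO with dimerizer and 100% = rapamycin at 8.4 µM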
TNF necrop inh – inhibitors of TNF-alpha triggered necroptosis, primary screen, cell-based, Jurkat FADD-/-, single concentration; hit rate 0.068% among 220,000; Jurkat FADD-/- TNF necroptosis rescue, ATP luminescence, 24 h; 0 = TNF only, 100 = no-TNF cells; activation (protection from cell death), % at 10 µM;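 active = activation, meaning protection from cell death, of at least 50% relative to plate controls; inactive = activation below 50%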;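 also: necroptosis triggered by 40 ng/mL TNF-alpha added together with compound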
zVAD death inh – inhibitors of zVAD-triggered necroptosis, primary screen, L929 cells; L929 zVAD necroptosis rescue, ATP luminescence, 24 h; with zVAD 60 µM; viability rescue, % at 10 µM; hit rate 0.38% among 220,000;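 active = activation, scaled between plate controls, above about 75%, limit read from the data; inactive = activation under that limit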;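 also: 0% = zVAD with DMSO and 100% = DMSO alone without zVAD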
EP2 modulator – EP2 receptor modulators, cAMP readout, primary screen, cell-based, HTRF cAMP, PGE2 stimulation; hit rate 0.83% among 260,000; EP2-expressing cells, cAMP HTRF FRET, PGE2 co-stimulation; Prostaglandin E2 receptor EP2 subtype (Homo sapiens), P43116; induction, % at 25 µM;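 active = compounds whose cAMP rise, as percent of the full-agonist control response, exceeds 60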;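 also: rat C6 glioma line stably carrying human EP2 under a CMV promoter; the protocol text gives 20 µM as final concentration; 100% = response of wells given 1 µM PGE2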
RBBP9 inhibitor – human RBBP9 inhibitors, primary screen, biochemical, fluorescence polarization, FP-Rh probe, HTS; recombinant RBBP9; AID 1515, 2009; inhibition, % at 7.94 µM; hit rate 0.2% among 220,000;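 active = inhibition above the campaign mean of all tested compounds plus 3 SD, cut at about 14% in these data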;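 also: plate controls were DMSO wells with RBBP9 for no effect and wells lacking RBBP9 protein for full effect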
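Material: RBBP9 protein. Amount: RBBP9 at 2.5 µM in dispensed solution, before mixing. Schedule: 30 min then 45 min, 25 °C. Medium: Tris buffer pH 8.0, NaCl, Pluronic. Measured by: fluorescence polarization. Measure: percent inhibition from mP, scaled between DMSO and no-protein wells. Replication: one well per compound.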
* = called active by the depositor; · = no result given.

SMILES	Runt-SMMHC FRET	Runt-CBFb FRET	PGE2 EP2 inh	Hck Nef HTS	PERK inhibitor	TNF necrop inh	zVAD death inh	EP2 modulator	RBBP9 inhibitor
Cc1sc2ncnc(SCC(=O)c3ccc(O)cc3O)c2c1C	-29	-50	10	-3	0.3	0.1	-0.4	15	-13
O=S(=O)(NCc1ccccc1)c1cccc2nonc12	4	-2	11	-7	0.2	2.8	·	13	7
NS(=O)(=O)c1ccc(CNC(=S)NC2CC2)cc1	-1	5	5	-11	1.1	1.0	1.2	0	-4
O=C(NC(=S)Nc1ccc(Br)cn1)c1cncc(Br)c1	-1	·	6	1	0.2	0.0	0.8	-2	-10
CC(C)(C)c1cc(C(=O)NNS(=O)(=O)c2ccccc2)n[nH]1	-2	-1	14	-4	-0.8	1.3	0.0	-11	-7
CN1CCC(CO)(Cc2ccccc2)CC1	-2	-1	5	-2	-0.4	1.3	0.6	5	-7
Cc1cc(C)n(C(=O)CCCCCCCC(=O)n2nc(C)cc2C)n1	-2	-4	7	5	-0.2	-0.6	0.4	28	-2
COc1ccc(S(=O)(=O)N(CCc2ccccc2)CC(=O)N/N=C/c2ccc3c(c2)OCO3)cc1	-3	1	5	1	0.3	1.3	0.1	9	-7
COc1ccc2c(c1OC)C(=O)OC2Nc1nc(-c2cccc([N+](=O)[O-])c2)cs1 (stereo not drawn)	-1	2	5	5	0.8	0.2	-0.1	-6	-5
Cc1ccc(NC(=S)NCCSc2ccc(Cl)cc2)c(C)c1	-7	6	5	2	0.0	-8.1	-1.0	-13	-3
CN(C)/C=C/C(=O)c1ccc(Cl)c([N+](=O)[O-])c1	1	0	1	0	1.2	-2.2	0.6	-8	-5
COC(=O)c1sc2nc3c(cc2c1N)CCCC3	-15	2	6	18	0.0	0.8	1.0	-7	-8
CC(NC(=O)COC(=O)CCNC(=O)c1ccco1)C12CC3CC(CC(C3)C1)C2 (stereo not drawn)	4	-2	11	0	0.0	-1.4	-0.4	2	0
CC(C)(C)C(=O)Nc1nc(NC(=O)C(C)(C)C)nc(-c2ccccc2Cl)n1	-3	1	0	2	0.4	1.4	1.8	-21	-8
CCC1(c2ccccc2)NC(=O)N(Cc2cccc([N+](=O)[O-])c2)C1=O (stereo not drawn)	1	-2	4	0	-0.2	2.6	0.2	-17	-3
COc1cccc2c(Cl)c(CCCl)c(C)nc12	0	-3	4	-3	-0.4	-2.1	7.8	-30	-11
Cc1ccccc1-n1nc(CSc2nc3ccccc3[nH]2)c(-c2ccccc2)c1N	-2	2	9	2	-0.5	4.8	-0.4	21	0
CCOc1cc(CNCC(O)c2ccccc2)cc(Cl)c1OC (stereo not drawn)	0	-3	5	20	-0.6	3.1	1.2	-11	-7
CN(c1ccccc1)S(=O)(=O)c1ccc(C(=O)NCc2cccs2)cc1	-2	1	6	28	0.2	1.4	0.8	-24	-5
COc1ccc(/C=N/NC(=O)c2ccc(O)cc2O)cc1CSc1ccccn1	3	9	5	6	0.1	-0.6	0.6	6	-5
O=C(OCc1ccccc1)N1CCOCCOCCN(C(=O)OCc2ccccc2)CCOCCOCC1	-4	-4	6	0	0.3	-6.7	-0.5	5	-3
O=C1C2C3C=CC(C3)C2C(=O)N1c1nc2ccccc2s1 (stereo not drawn)	4	-1	21	5	0.7	-0.7	0.0	30	-9
Oc1ccc(N=Nc2n[nH]c(-c3ccc(Cl)cc3)n2)cc1	-2	-5	14	3	0.8	-6.8	1.5	16	-6
Cn1nnnc1SCc1csc(Nc2ccccc2)n1	3	17	6	-1	-0.2	6.1	3.5	-23	-8
COc1ccc(CSCC(=O)N/N=C/c2ccccc2O)cc1	1	3	9	-19	0.4	-9.0	5.1	-49	-7

Next section.
SMILES	Runt-SMMHC FRET	Runt-CBFb FRET	PGE2 EP2 inh	Hck Nef HTS	PERK inhibitor	TNF necrop inh	zVAD death inh	EP2 modulator	RBBP9 inhibitor
NC(=O)C1CCN(C(=O)c2cccc(S(=O)(=O)N3CCc4ccccc4C3)c2)CC1	-1	-3	5	23	0.6	-0.5	-0.3	2	7
Cc1ccc(-c2nn(-c3ccccc3)cc2C(=O)NN2CCN(C)CC2)cc1	-7	0	7	19	0.8	3.4	25	16	-3
CCS(=O)(=O)c1ccc2oc(SCC(=O)NCCc3ccc(OC)cc3)nc2c1	0	-2	2	22	1.0	1.5	0.2	24	-4
COC(=O)C1=CN(C2CC2)C=C(C(=O)OC)C1c1ccc(C(F)(F)F)cc1	123*	80*	5	26	0.2	1.0	0.1	49	-14
CCCCC1=CC2=CC(=O)C(C)(OC(=O)CC)C(=O)C2=CN1C1CCCC1 (stereo not drawn)	6	4	15	22	·	-1.3	1.9	-11	·
Cc1ccc(NC2c3ccccc3C(=O)N2CCN2CCOCC2)cc1 (stereo not drawn)	-3	4	9	3	-0.3	0.6	1.3	-2	-9
CCOc1ccc(NC(=O)COc2ccccc2)c([N+](=O)[O-])c1	-4	-2	-1	-15	0.8	0.0	1.6	17	-12
Cc1ccc(NC(=O)COC(=O)CCc2c[nH]c3ccccc23)cc1[N+](=O)[O-]	-6	-2	3	2	0.6	0.8	0.3	4	-8
Nc1nc(SCc2nc(-c3ccccc3)no2)[nH]c(=O)c1-c1ccccc1	1	1	5	0	0.9	-1.7	0.1	-4	4
COc1cccc(CN2CCNC(=O)C2CC(=O)N(C)Cc2cnccn2)c1OC (stereo not drawn)	4	-2	5	15	0.9	0.6	-0.1	1	-2
C=CCC(CC=C)(C(N)=O)c1ccccc1	-1	0	14	13	-0.2	0.0	1.3	16	3
O=C(Nc1ccc(Cl)c(Cl)c1)OCc1cccnc1	0	0	15	0	-0.3	0.6	0.3	-32	-24
CCOC(=O)CNC(=O)Nc1cc(C(C)(C)C)nn1-c1ccccc1	0	-2	7	-7	-0.1	0.9	-0.8	-7	-8
CCC(c1nnnn1Cc1ccc(OC)cc1)N1CCN(c2ccc(OC)cc2)CC1 (stereo not drawn)	-4	4	6	62*	-0.1	-0.2	-0.6	-17	-8
O=C(COc1c(Cl)cccc1Cl)NN1C(=O)CSC1=S	-4	4	5	10	-0.2	0.2	2.1	13	-5
CC(=O)OC[C@H]1O[C@@H](O/N=C(\C)CCN2CCCCc3nc(C)c(C)cc32)[C@H](OC(C)=O)[C@@H](OC(C)=O)[C@@H]1OC(C)=O	0	-6	·	1	-0.7	0.4	-2.0	23	-11
O=C(NCc1nnc(SCC(=O)N2CCCC2)o1)c1c(F)cccc1Cl	1	0	11	2	0.8	-0.7	-0.7	15	-5
CSc1nn2cc(CCN3CCOCC3)c(-c3ccc(F)cc3)nc2c1C#N	0	-2	9	6	-0.1	0.6	-0.9	-5	-7
CC(=O)Oc1c2occc2cc2ccc(=O)oc12	1	4	12	0	1.9	-0.5	-0.5	12	6
CCOc1ccc2nc(SCC(=O)c3cccs3)sc2c1	1	3	9	-4	1.7	-2.0	-0.9	-9	-2
Cc1ccc2c(C)c(C(=O)Nc3c(C)n(C)n(-c4ccccc4)c3=O)oc2c1	2	0	10	-2	-0.8	-0.7	0.0	-7	-5
O=C(c1ccco1)[C@@H]1[C@@H]2C(=O)N(c3ccc(Br)cc3)C(=O)[C@@H]2C2c3ccccc3C=CN21 (stereo partly drawn)	-56	-20	17	1	0.1	-0.9	-0.7	·	-6
Cc1cc(=O)oc2cc(OCC(=O)NCCCN3CCOCC3)ccc12	2	1	9	-2	-1.0	1.2	1.3	8	-2
Cc1cc(C)c(NC(=O)CSc2ccc3nnc(CCNC(=O)c4ccccc4)n3n2)c(C)c1	-6	-4	4	2	1.1	4.3	0.5	7	2
Clc1ccc(SCCN2CCNCC2)cc1	-5	-1	5	20	0.3	3.5	-1.7	4	-3

Later entries
SMILES	Runt-SMMHC FRET	Runt-CBFb FRET	PGE2 EP2 inh	Hck Nef HTS	PERK inhibitor	TNF necrop inh	zVAD death inh	EP2 modulator	RBBP9 inhibitor
CN(C)/C=N/c1ncc(C(=O)c2ccc3ccccc3c2)s1	14	2	13	1	0.3	-7.4	0.0	-24	-10
COc1ccc(S(=O)(=O)Nc2c(C(=O)O)[nH]c3ccccc23)cc1OC	-7	-1	5	0	-0.3	-0.2	·	35	2
CCOC(=O)c1oc2ccccc2c1NC(=O)CN1CCOCC1	2	0	10	28	0.1	-0.3	4.5	19	-5
COCCn1nnnc1C(c1ccc(C(F)(F)F)cc1)N1CCOCC1 (stereo not drawn)	-1	2	4	1	0.2	-1.1	0.4	16	3
COc1ccc(C(NC(=O)N2CC(C)OC(C)C2)C(Cl)(Cl)Cl)cc1F (stereo not drawn)	-1	1	5	1	-0.4	0.0	-0.2	8	-7
CCCn1cnc2c(N)c(C)c(C)cc21	3	1	4	2	-0.4	-9.1	-0.1	5	0
COc1cccc(C(=O)NNC(=O)Cc2cccs2)c1	3	1	3	30	0.6	0.5	3.3	30	-3
COCCn1c(C23CC4CC(CC(C4)C2)C3)n[nH]c1=S	14	11	14	4	0.3	-1.2	-0.3	34	-11
CCC(C(=O)Nc1cc(Cl)ccc1OC)c1ccccc1 (stereo not drawn)	-1	-1	2	-1	0.9	3.9	0.2	39	-4
CC(N=Cc1c(O)c2ccccc2oc1=O)C(=O)O (stereo not drawn)	-5	0	12	5	0.1	-4.6	0.5	23	-2
COC(=O)c1ccc(N2CCN(S(=O)(=O)c3c(C)cc(C)cc3C)CC2)c([N+](=O)[O-])c1	-1	-2	·	0	-0.1	-2.7	1.0	-26	0
CN1CCN(c2ccc([N+](=O)[O-])cc2NC(=O)c2ccccc2Cl)CC1	-8	0	5	0	0.5	-2.3	-0.2	-4	-5
CC(=O)N1CCc2c(sc3c2c(=O)n(-c2ccccc2)c(=O)n3Cc2ccccc2Cl)C1	1	-2	14	0	-0.7	-2.2	0.0	-6	-10

Some of the compounds tested; rates above refer to the full screens.
